OPRM1-OPRD1 inv = inverse agonists of MOR-DOR heterodimerization, primary screen, cell-based, luminescence. Mu-type opioid receptor (Homo sapiens) + Delta-type opioid receptor (Homo sapiens), …. AID 504357, 2011. inhibition, % at 9.3 µM. 340,000 compounds, 0.21% hits. cell-based MOR-DOR heterodimer luminescence, inverse agonism; in the data active means inhibition above about 22%, passing the limit was not always enough;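 further: 0% = cells with DMSO and 100% = wells without cells with DMSO; values of inactives mirror those of a sister screen read the other way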
V-ATPase pH = regulators of yeast V-ATPase proton pumping, primary screen, pHLuorin cytosolic pH fluorescence. response, % at 10 µM. S. cerevisiae. 350,000 compounds, 0.37% hits. AID 504577, 2011; in the data active means response mostly above about 7.3%, no sharp cut-off; inactive means mostly below about 5.4%; further: actives read high; inactives centre near 0; some compounds called inactive have numbers as strong as hits; reference of the scale not given here
HTR5A inv ag = HTR5A inverse agonists in luminescence cell assay, primary screen, counter-screen for OPRM1-OPRD1 heterodimer inverse agonist project, full-deck HTS | inhibition, % at 9.3 µM | 5-hydroxytryptamine receptor 5A (Homo sapiens), P47898 | 340,000 compounds, 0.083% hits | HTR5A cell line, inverse agonism; in the data active means inhibition mostly above about 23%, no sharp cut-off; inactive means mostly below about 18%;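 further: 0% = cells with DMSO and 100% = no-cell wells with DMSO; some compounds called inactive have numbers as strong as hits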
Target sequence (P47898 whole entry, looked up): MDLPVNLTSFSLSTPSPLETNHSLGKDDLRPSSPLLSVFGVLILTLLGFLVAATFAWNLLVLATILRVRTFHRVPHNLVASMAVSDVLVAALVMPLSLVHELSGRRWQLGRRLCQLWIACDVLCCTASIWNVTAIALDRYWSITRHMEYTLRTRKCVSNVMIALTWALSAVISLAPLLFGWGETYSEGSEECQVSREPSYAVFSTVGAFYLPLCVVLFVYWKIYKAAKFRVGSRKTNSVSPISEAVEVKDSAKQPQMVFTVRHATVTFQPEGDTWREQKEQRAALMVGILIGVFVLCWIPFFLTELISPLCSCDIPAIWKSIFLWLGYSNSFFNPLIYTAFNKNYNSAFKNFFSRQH
Arrestin-AP2 inh = inhibitors of beta-arrestin/AP2 binding, primary screen, biochemical, GPCR trafficking, flow cytometry | FITC-arrestin peptide / GST-AP2 beads; AP2 beta2 appendage carries R879A mutation | inhibition, % at 10 µM | 340,000 compounds, 0.31% hits;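 active means inhibition above a set limit, near 3 SD of compounds lacking own fluorescence, cut at about 54% in these data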;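 further: plate controls were DMSO wells for no effect and 5 µM unlabelled arrestin peptide for full effect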
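Material – AP2 appendage R879A on GSH beads · Buffer or medium – PBS with 0.05% Tween 20 and 0.1% BSA · Probe or stimulus – fluorescein-tagged arrestin peptide at 50 nM final · Incubation – compound with beads 12 min RT, then probe 1 h RT · Detection – high-throughput flow cytometry of beads, ex 488, em 535 nm · Evaluation – percent response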
HTR5A ag = HTR5A agonists in luminescence cell assay, primary screen, counter-screen for OPRM1-OPRD1 heterodimer agonist project, full-deck HTS. 340,000 compounds, 0.61% hits. AID 504692, 2011. activation, % at 9.3 µM. cell-based. 5-hydroxytryptamine receptor 5A (Homo sapiens), P47898; in the data active means activation mostly above about 9.5%, no sharp cut-off; inactive means mostly below about 7.6%;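 further: 0% = cells with vehicle only and 100% = reference agonist; strong numbers were not always called active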
OPRM1-OPRD1 ag = agonists of OPRM1-OPRD1 heterodimerization, primary screen, cell-based, luminescence | 340,000 compounds, 0.3% hits | cells | activation, % at 9.3 µM; in the data active means activation above about 18%;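 further: 0% = vehicle-treated cells and 100% = reference agonist; values of inactives mirror those of a sister screen read the other way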
Pemphigus Ab inh = inhibitors of pemphigus antibody binding to DSG3, primary screen, biochemical, bead-based, flow cytometry, scFv-GFP. binding (percent of control), % at 10 µM. DSG3-coupled beads, scFv-anti-DSG3-GFP binding; hits give low values. 310,000 compounds, 0.48% hits. Desmoglein-3 (Homo sapiens), P32926;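 active means binding more than 3 SD below its plate's average and above zero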;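 further: hits lower antibody fragment binding to DSG3; some compounds called inactive have numbers as strong as hits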
DAGLB inh = DAGLB lipase inhibitors, primary screen, biochemical, fluorescence, HTS | HEK293T DAGLB membrane lysate, EnzChek fluorogenic substrate | inhibition, % at 5.17 µM | 340,000 compounds, 0.059% hits | AID 504411, 2011; in the data active means inhibition above about 34%;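 further: 0% = enzyme with vehicle and 100% = wells lacking enzyme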
Target sequence (Q8NCG7 whole entry, looked up): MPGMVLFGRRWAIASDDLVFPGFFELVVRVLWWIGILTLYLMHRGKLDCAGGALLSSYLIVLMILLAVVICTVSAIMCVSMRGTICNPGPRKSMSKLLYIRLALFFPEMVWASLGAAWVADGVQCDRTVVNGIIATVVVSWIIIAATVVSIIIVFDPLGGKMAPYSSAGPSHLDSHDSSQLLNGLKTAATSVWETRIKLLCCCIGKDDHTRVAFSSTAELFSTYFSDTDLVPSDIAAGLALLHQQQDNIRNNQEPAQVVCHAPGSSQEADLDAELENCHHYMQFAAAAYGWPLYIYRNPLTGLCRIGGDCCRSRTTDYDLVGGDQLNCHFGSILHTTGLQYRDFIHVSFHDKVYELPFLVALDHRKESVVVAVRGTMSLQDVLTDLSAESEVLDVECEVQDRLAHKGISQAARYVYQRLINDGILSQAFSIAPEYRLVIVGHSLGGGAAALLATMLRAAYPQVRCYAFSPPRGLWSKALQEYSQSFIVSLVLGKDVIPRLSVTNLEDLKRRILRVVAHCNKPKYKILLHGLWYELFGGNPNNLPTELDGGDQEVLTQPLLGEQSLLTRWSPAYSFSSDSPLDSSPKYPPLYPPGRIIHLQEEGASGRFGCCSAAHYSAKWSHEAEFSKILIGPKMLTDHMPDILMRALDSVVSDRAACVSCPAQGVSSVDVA
PKA-R1A act = activators of PKA-R1A holoenzyme, primary screen, biochemical, fluorescence polarization, Cy5-IP20, bovine R1A, mouse PKAc; activation, % at 11.4 µM; 340,000 compounds, 0.083% hits; PKA-R1A dissociation; scaled: DMSO 0%, 113 µM cGMP 100%; cAMP-dependent protein kinase type I-alpha regulatory subunit (Bos taurus) + …;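 active means percent activation above the mean of all tested compounds plus 3 SD, cut at about 19% in these data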;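 further: higher means more PKAc released from R1A so a rise in polarization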
PKA-R2B activ = activators of PKA-R2B holoenzyme, primary screen, biochemical, fluorescence polarization, Cy5-IP20, human. AID 504700, 2011. activation, % at 11.4 µM. 340,000 compounds, 0.079% hits. cAMP-dependent protein kinase catalytic subunit beta (Homo sapiens) + cAMP-dependent …. PKA-R2B holoenzyme dissociation; R2B truncated from residue 108, S112A mutant; 0% DMSO only, 100% 113 µM cGMP;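 active means activation above a cutoff set at the mean over all compounds plus 3 SD, cut at about 18% in these data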;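 further: higher means more holoenzyme dissociation and a rise in polarization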
* marks the source's active call; other numbers are inactive results. Compounds as they come (roughly 2.4% active in at least one column).

Results for COc1cc(C(=O)NC(C)c2ccccc2)ccc1OCC(=O)N1CCOCC1 (configuration not stated) ?
OPRM1-OPRD1 inv: 13.0; V-ATPase pH: 0.5; HTR5A inv ag: 3.9; Arrestin-AP2 inh: 0.4; HTR5A ag: -1.5; OPRM1-OPRD1 ag: -3.3; DAGLB inh: -1.5; PKA-R1A act: -2.3; PKA-R2B activ: -4.6

How did Cc1cc(=O)n2[nH]c(COc3ccccc3)nc2n1 do in these assays?
OPRM1-OPRD1 inv: 2.6; V-ATPase pH: 1.6; HTR5A inv ag: 10.6; Arrestin-AP2 inh: -9.2; HTR5A ag: -4.2; OPRM1-OPRD1 ag: -0.6; Pemphigus Ab inh: 92.2; DAGLB inh: -1.1; PKA-R1A act: 0.7; PKA-R2B activ: 3.2

Results for CCn1c(CN2CCOCC2)nnc1SCC(=O)Nc1ccc(C)cc1 ?
OPRM1-OPRD1 inv: 15.9; V-ATPase pH: 0.5; HTR5A inv ag: 5.4; Arrestin-AP2 inh: 1.3; HTR5A ag: 0.1; OPRM1-OPRD1 ag: -3.0; Pemphigus Ab inh: 108.5; DAGLB inh: -1.1; PKA-R1A act: -2.0; PKA-R2B activ: 1.2

What do the screens show for `COC(=O)c1ccc(C)c(NC(=S)NCc2ccc(Cl)cc2)c1`?
OPRM1-OPRD1 inv: -2.8; V-ATPase pH: -1.2; HTR5A inv ag: 10.2; Arrestin-AP2 inh: -2.2; HTR5A ag: 0.4; OPRM1-OPRD1 ag: 0.5; Pemphigus Ab inh: 99.5; DAGLB inh: 1.3; PKA-R1A act: -8.7; PKA-R2B activ: 5.1

Results for O=C(CSc1cccc[n+]1[O-])Nc1cc(Cl)ccc1[N+](=O)[O-] ?
OPRM1-OPRD1 inv: -3.4; V-ATPase pH: -1.1; HTR5A inv ag: -5.4; Arrestin-AP2 inh: -4.8; HTR5A ag: 1.4; OPRM1-OPRD1 ag: 0.7; DAGLB inh: -0.1; PKA-R1A act: -5.4; PKA-R2B activ: 11.5

How did O=C(NC1CC1)C1CCCN1C(=O)NC1CCCCC1 (configuration not stated) do in these assays?
OPRM1-OPRD1 inv: 0.4; V-ATPase pH: 0.9; HTR5A inv ag: 0.9; Arrestin-AP2 inh: 5.8; HTR5A ag: -0.3; OPRM1-OPRD1 ag: -0.1; Pemphigus Ab inh: 96.6; DAGLB inh: 4.5; PKA-R1A act: -8.9; PKA-R2B activ: 1.8

What do the screens show for `C=C[C@@H]1c2ccccc2N(S(=O)(=O)c2ccc(C)cc2)[C@H](c2ccccc2)C1(C#N)C#N`?
OPRM1-OPRD1 inv: 7.3; V-ATPase pH: -1.2; HTR5A inv ag: 7.1; Arrestin-AP2 inh: -2.4; HTR5A ag: 1.9; OPRM1-OPRD1 ag: -1.3; Pemphigus Ab inh: 98.2; DAGLB inh: -9.6; PKA-R1A act: -8.1; PKA-R2B activ: -0.8

What do the screens show for `CCCC1=C(C(=O)OCC)C(c2ccc(NC(C)=O)cc2)NC(=O)N1` (configuration not stated)?
OPRM1-OPRD1 inv: -4.0; V-ATPase pH: 0.0; HTR5A inv ag: 7.8; Arrestin-AP2 inh: 2.5; HTR5A ag: 0.6; OPRM1-OPRD1 ag: 0.7; Pemphigus Ab inh: 88.5; DAGLB inh: 1.0; PKA-R1A act: 6.7; PKA-R2B activ: -5.1

Results for O=C1C=C(N2CCCCCC2)C2(CCCCC2)O1 ?
OPRM1-OPRD1 inv: 10.0; V-ATPase pH: 2.8; HTR5A inv ag: -6.4; Arrestin-AP2 inh: 6.6; HTR5A ag: 2.5; OPRM1-OPRD1 ag: -2.0; Pemphigus Ab inh: 82.7; DAGLB inh: -1.6; PKA-R1A act: 5.2; PKA-R2B activ: 0.8

How did CC(=O)N1c2c(cc(Br)cc2S(=O)(=O)NCC2COc3ccccc3O2)CC1C (configuration not stated) do in these assays?
OPRM1-OPRD1 inv: 11.6; V-ATPase pH: 1.2; HTR5A inv ag: -12.4; Arrestin-AP2 inh: 1.0; HTR5A ag: 0.1; OPRM1-OPRD1 ag: -1.9; Pemphigus Ab inh: 100.5; DAGLB inh: 2.0; PKA-R1A act: 3.3; PKA-R2B activ: -9.8

What do the screens show for `CCOC(=O)N1CCN(C(=O)CCSc2ccc(C)cc2)CC1`?
OPRM1-OPRD1 inv: 8.7; V-ATPase pH: -0.5; HTR5A inv ag: -24.6; Arrestin-AP2 inh: 16.7; HTR5A ag: 10.3; OPRM1-OPRD1 ag: -2.1; Pemphigus Ab inh: 105.9; DAGLB inh: -2.4; PKA-R1A act: -2.0; PKA-R2B activ: 1.6

What do the screens show for `O=C(CSc1ccccc1)NN1C(=O)c2ccccc2C1=O`?
OPRM1-OPRD1 inv: 7.5; V-ATPase pH: -4.7; HTR5A inv ag: 14.5; Arrestin-AP2 inh: 29.1; HTR5A ag: -5.7; OPRM1-OPRD1 ag: -1.6; DAGLB inh: -4.5; PKA-R1A act: -3.8; PKA-R2B activ: -9.6

Results for CCC(C)C(NC(=O)OCc1ccccc1)C(=O)NCC(c1ccccc1)N(C)C (configuration not stated) ?
OPRM1-OPRD1 inv: -20.6; V-ATPase pH: 1.9; HTR5A inv ag: 13.3; Arrestin-AP2 inh: 1.8; HTR5A ag: -3.6; OPRM1-OPRD1 ag: 3.3; Pemphigus Ab inh: 99.3; DAGLB inh: 0.5; PKA-R1A act: -8.2; PKA-R2B activ: 8.7

Results for ClCC(CNCc1ccccc1)c1ccccc1 (configuration not stated) ?
OPRM1-OPRD1 inv: 4.2; V-ATPase pH: -1.7; HTR5A inv ag: 15.4; Arrestin-AP2 inh: -6.0; HTR5A ag: -3.9; OPRM1-OPRD1 ag: -0.9; Pemphigus Ab inh: 124.2; DAGLB inh: -0.9; PKA-R1A act: -7.7; PKA-R2B activ: -7.9

Results for CCCN(CCC)C(=O)CC(c1ccc(F)cc1)c1ccco1 (configuration not stated) ?
OPRM1-OPRD1 inv: 11.5; V-ATPase pH: 0.5; HTR5A inv ag: -19.8; Arrestin-AP2 inh: 5.2; HTR5A ag: 1.7; OPRM1-OPRD1 ag: -2.2; Pemphigus Ab inh: 103.0; DAGLB inh: -4.1; PKA-R1A act: -3.0; PKA-R2B activ: 2.7

Results for COc1cccc(CN(CC(=O)NC2CCCC2)C(=O)Cn2nnc(-c3cccs3)n2)c1 ?
OPRM1-OPRD1 inv: 8.7; V-ATPase pH: -3.0; HTR5A inv ag: 11.1; Arrestin-AP2 inh: -0.1; HTR5A ag: 3.6; OPRM1-OPRD1 ag: -1.4; DAGLB inh: -0.4; PKA-R1A act: -9.9; PKA-R2B activ: -8.5

How did CC(=O)Nc1ccc(Cl)c(C(N)=O)c1 do in these assays?
OPRM1-OPRD1 inv: 6.5; V-ATPase pH: 0.4; HTR5A inv ag: 21.2; Arrestin-AP2 inh: -7.7; HTR5A ag: -1.4; OPRM1-OPRD1 ag: -1.2; Pemphigus Ab inh: 107.3; DAGLB inh: 0.8; PKA-R1A act: -3.5; PKA-R2B activ: -6.9

Results for c1ccc2c(c1)ccn2CCCN1CCCCC1 ?
OPRM1-OPRD1 inv: 9.7; V-ATPase pH: -1.3; HTR5A inv ag: 1.8; Arrestin-AP2 inh: -4.6; HTR5A ag: -0.5; OPRM1-OPRD1 ag: -1.9; Pemphigus Ab inh: 118.8; DAGLB inh: 2.3; PKA-R1A act: -4.1; PKA-R2B activ: -13.2

How did COc1ccc2nc(SCC(=O)NC3CC3)c(C#N)cc2c1 do in these assays?
OPRM1-OPRD1 inv: 7.8; V-ATPase pH: 1.7; HTR5A inv ag: -8.5; Arrestin-AP2 inh: 1.6; HTR5A ag: 3.2; OPRM1-OPRD1 ag: -1.5; Pemphigus Ab inh: 107.8; DAGLB inh: -0.9; PKA-R1A act: -1.3; PKA-R2B activ: -10.3

Results for CCN(CC)CCCNC(=O)c1ccccc1NC(=O)C1=CSCCO1 ?
OPRM1-OPRD1 inv: 12.9; V-ATPase pH: 0.5; HTR5A inv ag: 3.2; Arrestin-AP2 inh: 10.0; HTR5A ag: 8.9; OPRM1-OPRD1 ag: -2.4; DAGLB inh: 1.9; PKA-R1A act: 6.3; PKA-R2B activ: -6.7

How did C(=N\Nc1nc(N2CCCC2)nc(N2CCCC2)n1)/c1ccncc1 do in these assays?
OPRM1-OPRD1 inv: 10.6; V-ATPase pH: 0.1; HTR5A inv ag: 10.8; Arrestin-AP2 inh: -2.3; HTR5A ag: -3.9; OPRM1-OPRD1 ag: -1.9; Pemphigus Ab inh: 96.9; DAGLB inh: -1.3; PKA-R1A act: -8.9; PKA-R2B activ: -9.1

Results for Cc1cccc(N2CCN(C(=O)c3ccc4c(c3)CCN4S(C)(=O)=O)CC2)c1C ?
OPRM1-OPRD1 inv: 14.0; V-ATPase pH: 2.1; HTR5A inv ag: -23.6; Arrestin-AP2 inh: -9.5; HTR5A ag: -1.6; OPRM1-OPRD1 ag: -2.8; Pemphigus Ab inh: 102.2; DAGLB inh: 1.9; PKA-R1A act: 0.8; PKA-R2B activ: -17.1

Results for O=C(CCCN1C(=O)c2cccnc2Oc2ccc(Cl)cc21)N1CCCCC1 ?
OPRM1-OPRD1 inv: 13.6; V-ATPase pH: 2.8; HTR5A inv ag: 4.2; Arrestin-AP2 inh: -3.9; HTR5A ag: -0.8; OPRM1-OPRD1 ag: -2.6; Pemphigus Ab inh: 102.9; DAGLB inh: -0.6; PKA-R1A act: -9.0; PKA-R2B activ: -15.3

What do the screens show for `O=C(O)c1cc(-c2ccco2)nc2ccccc12`?
OPRM1-OPRD1 inv: 12.1; V-ATPase pH: -3.4; HTR5A inv ag: -40.1; Arrestin-AP2 inh: 21.7; HTR5A ag: 1.2; OPRM1-OPRD1 ag: -2.1; Pemphigus Ab inh: 99.8; DAGLB inh: -1.8; PKA-R1A act: -18.9; PKA-R2B activ: -3.4

What do the screens show for `Cc1ccc(Cl)cc1N1CCN(S(=O)(=O)c2ccc3[nH]c(=O)ccc3c2)CC1`?
OPRM1-OPRD1 inv: -8.9; V-ATPase pH: 3.5; HTR5A inv ag: -19.8; Arrestin-AP2 inh: -3.4; HTR5A ag: 1.8; OPRM1-OPRD1 ag: 1.6; Pemphigus Ab inh: 109.7; DAGLB inh: 0.0; PKA-R1A act: -4.6; PKA-R2B activ: 8.6

Compound activity from PubChem BioAssay.
